Source: PubChem BioAssay (Sanford-Burnham Center for Chemical Genomics)
Apaf-1 inh – inhibitors of human Apaf-1 apoptosome; O14727; reconstituted apoptosome caspase-3 activity, DEVD-Rh110 fluorescence; inhibition, % at 20 µM; actives 0.71% (n = 330,000); active = inhibition of at least 40% at 20 µM;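 note: plate controls were DMSO wells for no effect and DEVD-CHO caspase inhibitor wells for full effect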
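Material: biochemical Apaf-1 apoptosome reconstitution. Medium: Hepes buffer, pH 7.5. Also added: cytochrome c activation, bis-DEVD rhodamine 110 substrate. Timing: 30 min compound preincubation, 50 min activation, room temperature. Measured by: rhodamine 110 fluorescence at Ex 480/Em 540 nm.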
TIM10 inh – growth inhibitors of TIM10 yeast strain. inhibition, % at 10 µM. AID 463195. actives 1.4% (n = 330,000). S. cerevisiae TIM10 strain growth, BacTiter-Glo luminescence, 24 h;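 active = inhibition of 40% or more at the single tested concentration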;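 note: wild-type TIM10 isogenic control strain grown at permissive 25 °C; 0% = DMSO yeast wells and 100% = minimal medium wells without yeast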
NLRP3 yeast inh – blocks the NALP3 inflammasome reconstituted in yeast; Yeast reconstituted NLRP3/ASC/caspase-1, beta-gal luminescence, 24 h; inhibition, % at 10 µM; AID 2825; actives 0.39% (n = 330,000);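 active = inhibition of 50% or more; inactive = inhibition below 50%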;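 note: plate controls were induced DMSO wells for no effect and uninduced yeast grown without galactose for full effect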
tim10-1 inh – inhibits growth of tim10-1 mutant yeast; S. cerevisiae tim10-1 ts strain growth, BacTiter-Glo, 24 h; inhibition, % at 20 µM; actives 2.2% (n = 330,000); AID 463190;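 active = inhibition of at least 40%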;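 note: mutant grown at 25 °C; 0% = DMSO wells with yeast and 100% = wells holding no yeast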
hIAP block – blocks human intestinal alkaline phosphatase; P09923; purified IAP, CDP-Star luminescence, 30 min; inhibition, % at 10 µM; actives 0.12% (n = 330,000);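 active = inhibition reaching a set limit with compound at 10 µM in the primary screen, cut at about 35% in these data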;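 note: plate controls were DMSO wells with enzyme for no effect and no-enzyme buffer wells for full effect; values of inactives mirror those of a sister screen read the other way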
Target sequence (P09923 whole entry, looked up): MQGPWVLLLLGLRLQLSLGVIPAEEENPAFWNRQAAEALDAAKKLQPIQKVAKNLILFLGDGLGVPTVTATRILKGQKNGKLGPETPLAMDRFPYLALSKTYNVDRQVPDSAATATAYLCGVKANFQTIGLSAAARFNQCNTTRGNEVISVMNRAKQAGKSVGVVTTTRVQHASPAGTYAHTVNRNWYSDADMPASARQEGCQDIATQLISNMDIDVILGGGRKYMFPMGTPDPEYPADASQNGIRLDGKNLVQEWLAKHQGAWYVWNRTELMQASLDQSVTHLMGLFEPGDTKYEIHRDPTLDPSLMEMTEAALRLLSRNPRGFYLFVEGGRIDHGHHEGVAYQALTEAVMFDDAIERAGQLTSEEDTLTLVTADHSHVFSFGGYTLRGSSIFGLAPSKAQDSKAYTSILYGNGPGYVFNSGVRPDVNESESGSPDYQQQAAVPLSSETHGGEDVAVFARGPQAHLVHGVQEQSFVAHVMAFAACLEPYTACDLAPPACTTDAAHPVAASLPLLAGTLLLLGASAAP
mIAP act – increases mouse intestinal alkaline phosphatase activity | muIAP, CDP-Star luminescence, 30 min; active compounds read high; 1 = vehicle-only enzyme signal, 0 = enzyme-free wells | activation factor at 10 µM | actives 0.24% (n = 330,000);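 active = activation factor of at least 2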; note: the source names both 10 and 20 µM as test concentration; values of inactives mirror those of a sister screen read the other way
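System: mouse IAP enzyme. Reagent: CDP-Star chemiluminescent phosphatase substrate. Benchmarks: DMSO wells, no-enzyme wells. Times: 30 min enzyme-substrate-compound incubation at room temperature. Detection: luminescence from enzymatic CDP-Star hydrolysis. Doses: test compounds delivered from DMSO solution.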
hIAP activ – human IAP activation; P09923; purified human IAP, CDP-Star luminescence, 30 min; active compounds read high; 1 = vehicle-only enzyme, 0 = enzyme-free background; activation factor at 10 µM; actives 0.16% (n = 330,000);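 active = activation factor of the enzyme at least 2-fold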; note: the source names both 10 and 20 µM as test concentration; values of inactives mirror those of a sister screen read the other way
mIAP inh – blocks mouse intestinal alkaline phosphatase; purified mouse IAP, CDP-Star luminescence, 30 min; inhibition, % at 10 µM; actives 0.2% (n = 330,000); AID 2806;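 active = inhibition of at least 40% at 10 µM in the primary screen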;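 note: plate controls were DMSO with enzyme for no effect and no enzyme wells for full effect; values of inactives mirror those of a sister screen read the other way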
ATG4B inh – inhibitors of human ATG4B cysteine protease; actives 0.51% (n = 340,000); inhibition, % at 8.33 µM; ATG4B cleavage of LC3-PLA2, NBD-HPC fluorescence, 1 h; Q9Y4P1; in the data active = inhibition above about 40%
Target sequence (Q9Y4P1 whole entry, looked up): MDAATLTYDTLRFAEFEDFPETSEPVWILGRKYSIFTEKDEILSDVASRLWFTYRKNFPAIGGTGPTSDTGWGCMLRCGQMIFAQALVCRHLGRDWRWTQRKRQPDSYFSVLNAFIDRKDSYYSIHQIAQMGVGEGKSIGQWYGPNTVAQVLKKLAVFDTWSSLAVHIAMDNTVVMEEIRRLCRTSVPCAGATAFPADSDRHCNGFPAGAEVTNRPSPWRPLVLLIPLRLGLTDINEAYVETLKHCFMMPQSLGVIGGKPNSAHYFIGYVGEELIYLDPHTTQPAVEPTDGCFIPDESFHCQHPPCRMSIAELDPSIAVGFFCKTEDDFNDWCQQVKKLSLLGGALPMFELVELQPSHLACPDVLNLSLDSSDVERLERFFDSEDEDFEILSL
Starred values were filed as active, the others as inactive; nt = no result given. Rows were taken by chance (roughly 4.5% active in at least one column).

SMILES | Apaf-1 inh | TIM10 inh | NLRP3 yeast inh | tim10-1 inh | hIAP block | mIAP act | hIAP activ | mIAP inh | ATG4B inh
O=C1NC(NS(=O)(=O)c2ccccc2)(C(F)(F)F)C(=O)N1Cc1ccccc1 (centres undefined) | 1 | 8 | 17 | -6 | 8 | 1 | 0.92 | -1 | 14
CC(C)(C)c1ccc(/C([O-])=C(/C(=S)NCc2ccco2)[n+]2ccccc2)cc1 | 9 | -4 | 2 | 23 | 9 | 0.75 | 0.91 | 25 | nt
O=c1cc(N2CCN(c3cccc(Cl)c3)CC2)[nH]c(=O)n1C1CCCCC1 | 3 | -1 | -7 | 0 | -8 | 1.1 | 1.1 | -10 | -2
COc1ccc2[nH]c3c(c2c1)CCN1C(=O)C(CC(=O)NCCN2CCOCC2)C[C@H](C(=O)N2CCCCC2)[C@@]31CCc1ccccc1 (some centres undefined) | 33 | -3 | nt | 0 | nt | 1.2 | nt | -13 | nt
Cc1ccc(C)c(S(=O)(=O)N2CCCOC2CNC(=O)C(=O)NC2CCCCC2)c1 (centres undefined) | 8 | -7 | 1 | -9 | -9 | 1 | 1.1 | -4 | -6
O=C(CN1C(=O)NC2(CCCCC2)C1=O)N(Cc1ccco1)Cc1cccs1 | 6 | 7 | 13 | 7 | 0 | 0.96 | 1 | 4 | -1
CN1CCN(C(c2cccnc2)c2ccc3cccnc3c2O)CC1 (centres undefined) | 5 | 19 | 17 | 35 | -59 | 1.2 | 1.6 | -19 | -3
O=C(NC1CCN(Cc2ccccc2)CC1)C1CCN(S(=O)(=O)c2ccccc2)CC1 | -9 | 2 | 17 | -5 | -3 | 1 | 1 | -2 | -14
COc1ccc2c(c1)[nH]c1c(N3CCN(Cc4ccc5c(c4)OCO5)CC3)ncnc12 | 13 | 47* | 9 | 47* | 6 | 1.4 | 0.94 | -42 | 45*
Cn1c(=O)[nH]c(=O)c2c1nc(N/N=C/c1ccncc1)n2Cc1ccc(F)cc1 | -15 | 14 | 16 | 12 | -20 | 0.9 | 1.2 | 10 | -7
O=C(O)C1CCCN(C(=O)NCc2ccccc2)C1 (centres undefined) | 0 | 1 | 8 | 13 | 7 | 0.97 | 0.93 | 3 | -6
COc1ccc(CNC(=O)C[C@H]2C[C@H](C(=O)N3CCOCC3)[C@@]3(C)c4[nH]c5cc(CCC(=O)N(C)C)ccc5c4CCN3C2=O)cc1OC | 4 | -4 | nt | 15 | nt | 1.1 | nt | -11 | -3
O=C(c1ccc2c(c1)N(Cc1ccccc1)C(=O)c1ccccc1S2)N1CCCC1 | 5 | 37 | 16 | 35 | 16 | 1.1 | 0.84 | -6 | -5
CC1CCC2C(=O)N(c3ccccc3OC(=O)c3ccccc3)C(=O)C2C1 (centres undefined) | -5 | 10 | -10 | 28 | 10 | 0.95 | 0.9 | 5 | 3
CCN(CC)c1ccc(NC(=O)c2cnc3ccccn3c2=O)c(C)c1 | 18 | 9 | 29 | 27 | 0 | 1 | 1 | -1 | 7
CCCCC(CCC(=O)Nc1ccc(C(=O)OCC)cc1)C(=O)O (centres undefined) | -1 | -5 | 13 | -21 | 11 | 1.1 | 0.89 | -11 | -1
Cn1c(=O)n(Cc2ccccc2)c(=O)c2c1nc1n2CCS1 | 6 | 3 | -15 | 8 | 15 | 0.95 | 0.85 | 5 | -10
CCOC(=O)CSc1nnc(-c2cccs2)n1-c1ccccc1 | -1 | -2 | -5 | 22 | 0 | 1.1 | 0.99 | -6 | -6
Cc1cc(NC(=O)C2CCCN2C(=O)Nc2c(C)cccc2C)ccc1-n1cnnn1 (centres undefined) | -1 | -12 | -2 | 3 | -11 | 0.96 | 1.1 | 4 | -7
NNC(=O)COc1cccc2cccnc12 | -4 | -8 | 17 | 3 | 5 | 0.9 | 0.95 | 10 | -5

Part of the list above, with tabs:
canonical_smiles	Apaf-1 inh	TIM10 inh	NLRP3 yeast inh	tim10-1 inh	hIAP block	mIAP act	hIAP activ	mIAP inh	ATG4B inh
O=C1NC(NS(=O)(=O)c2ccccc2)(C(F)(F)F)C(=O)N1Cc1ccccc1 (centres undefined)	1	8	17	-6	8	1	0.92	-1	14
COc1ccc(CNC(=O)C[C@H]2C[C@H](C(=O)N3CCOCC3)[C@@]3(C)c4[nH]c5cc(CCC(=O)N(C)C)ccc5c4CCN3C2=O)cc1OC	4	-4	nt	15	nt	1.1	nt	-11	-3
CCN(CC)c1ccc(NC(=O)c2cnc3ccccn3c2=O)c(C)c1	18	9	29	27	0	1	1	-1	7

(next part)
SMILES | Apaf-1 inh | TIM10 inh | NLRP3 yeast inh | tim10-1 inh | hIAP block | mIAP act | hIAP activ | mIAP inh | ATG4B inh
CCCCC(=O)Nc1ccc(Br)cc1C(=O)O | 4 | 0 | 0 | 7 | 5 | 1 | 0.95 | -5 | 5
CCOc1ccc(CN(C)C(=O)c2ccc(=O)[nH]c2)cc1 | 5 | -9 | -5 | 6 | -16 | 1.1 | 1.2 | -6 | 3
Cn1c(Sc2ccc(C(=O)O)cc2[N+](=O)[O-])nnc1-c1ccccc1 | -6 | 5 | -8 | 6 | 0 | 1 | 1 | -2 | 17
Cc1ccc(C(=O)N2CCN(c3ccccn3)CC2)cc1[N+](=O)[O-] | -9 | 8 | 5 | 10 | 2 | 0.99 | 0.98 | 1 | 6
COc1ccccc1CN(C)CC(=O)Nc1cccc(S(=O)(=O)N2CCCCC2)c1 | 6 | 5 | 15 | 9 | 6 | 0.98 | 0.94 | 2 | -16
CCOCCCNC(=S)Nc1ccc2nc3n(c(=O)c2c1)CCCCC3 | -19 | -4 | 12 | 1 | 1 | 1 | 0.99 | -3 | -5
Cc1csc(=O)n1CCC(=O)OCC(=O)Nc1cc(Cl)ccc1[N+](=O)[O-] | 0 | 6 | 0 | 25 | -12 | 1 | 1.1 | -3 | 3
N#CC1=C2SC=C(c3ccc(Br)cc3)N2CCCC1=O | 14 | 8 | 40 | 15 | -7 | 0.8 | 1.1 | 20 | -1
Cc1ccc2nc(SCC(=O)Nc3cccc(S(=O)(=O)N(C)C)c3)[nH]c2c1 | 22 | 9 | 6 | 14 | -5 | 0.97 | 1 | 3 | -9
CSCC[C@H](NC(=O)Cc1ccc(Cl)cc1)C(=O)N1CCC2(CC1)NCCc1[nH]cnc12 | 8 | 13 | 1 | -1 | -22 | 0.96 | 1.2 | 4 | -8
Cc1ccccc1Nc1nc(CSc2nnnn2-c2ccccc2)cs1 | 0 | 11 | 11 | 21 | 8 | 0.85 | 0.92 | 15 | 28
Cc1csc(NC(=O)CSc2ncnc3c2cnn3-c2ccccc2Cl)n1 | 11 | -20 | 14 | 10 | 7 | 1.1 | 0.93 | -7 | 0
O=C(Nc1nnc(C2CCCCC2)s1)C1CC(=O)N(c2ccc(F)cc2)C1 (centres undefined) | 21 | -13 | 20 | 12 | 1 | 0.98 | 0.99 | 2 | -8
Cc1nc2ccc(C(=O)O)cc2nc1C | 0 | -2 | 7 | 3 | -5 | 0.97 | 1.1 | 3 | -10
CC(C)C(NC(=O)c1c(F)cccc1F)C(=O)N1CCN(S(=O)(=O)/C=C/c2ccccc2)CC1 (centres undefined) | 16 | 14 | 3 | 17 | 2 | 1 | 0.98 | -4 | -10
O=c1cc(CN2CCN(C/C=C/c3ccccc3)CC2)c2cc(O)c(-c3ccccc3)cc2o1 | 0 | 11 | 27 | 11 | -8 | 0.9 | 1.1 | 10 | -7
COc1ccc(NC(=O)c2ccc(NC(=O)CSc3nccc(=O)[nH]3)cc2)cc1 | -7 | 5 | 7 | -2 | 10 | 0.97 | 0.9 | 3 | 3
c1ccc(CNc2nc3ccccc3n2CCN2CCOCC2)nc1 | -9 | 7 | 0 | 3 | 10 | 1.1 | 0.9 | -6 | 0
COc1cc(NC(=O)CN(c2cc(C)cc(C)c2)S(=O)(=O)c2c(C)noc2C)cc(OC)c1 | -5 | 7 | 7 | 17 | 12 | 3* | 0.88 | -198 | -8
CC(=O)Nc1ccc(OC(=O)c2cc3cc(Br)ccc3oc2=O)cc1 | 7 | -5 | 14 | 18 | 2 | 0.93 | 0.98 | 7 | -6
CC1CN(C(=O)Nc2ccccc2)c2ccccc2-[n+]2ccsc21 (centres undefined) | -2 | -12 | 4 | 11 | 2 | 0.87 | 0.98 | 13 | -10
Cc1cccc(N(C)S(=O)(=O)c2c(C)noc2C)c1 | -5 | -19 | 42 | -7 | 3 | 0.99 | 0.97 | 1 | 4
CCC(=O)Nc1nnc(SCC(=O)Nc2ccc3c(c2)OCCO3)s1 | 10 | 8 | 10 | 4 | 2 | 1.1 | 0.97 | -5 | -5
COCCCNC(=O)C[C@H]1C[C@H](C(=O)N2CCCCC2)[C@@]2(CCc3ccccc3)c3[nH]c4cc(CCC(=O)N(C)C)ccc4c3CCN2C1=O | 11 | -12 | nt | 21 | nt | 1.1 | nt | -19 | -3
O=C(NCCc1ccc(Cl)cc1)C1CCN(C(=O)N2CCOc3ccccc32)CC1 | 3 | 11 | -6 | 19 | 0 | 1.1 | 1 | -6 | -4
CCCc1cc(=O)n2c(nc3ccccc32)[nH]1 | -4 | -22 | -9 | -6 | -15 | 1.1 | 1.1 | -6 | -3
COc1ccc(N(C)S(=O)(=O)c2cccc(C(=O)Nc3nc(C)c(C(C)=O)s3)c2)cc1 | 16 | 9 | 7 | -5 | -8 | 1.1 | 1.1 | -6 | 6
CCC1CCCCN1CCCNC(=O)c1cn(CC)c2ccc(S(=O)(=O)N(C)C3CCCCC3)cc2c1=O (centres undefined) | 16 | 24 | 1 | 19 | 8 | 0.9 | 0.92 | 10 | -7
O=C(c1ccccc1)N(Cc1cccnc1)C1(C(=O)Nc2ccccc2)CCCCC1 | -3 | -1 | 8 | 13 | -9 | 1.1 | 1.1 | -8 | -13
O=C(Cc1ncc(C(F)(F)F)cc1Cl)NC1CC1 | -2 | -5 | 1 | 6 | -5 | 1 | 1 | -4 | -1
O=C(CN1CCN(c2ccc(F)cc2)CC1)Nc1cccc(C(F)(F)F)c1 | 13 | 17 | 20 | 41* | 14 | 1.2 | 0.86 | -16 | -2
O=C(CN1CCOCC1)NCCNS(=O)(=O)c1ccccc1 | 4 | 4 | 35 | -1 | -10 | 1.1 | 1.1 | -11 | 10
COc1ccccc1CNC(=O)COC(=O)c1cc(=O)[nH]c2ccccc12 | 4 | 0 | 6 | -3 | 0 | 1.1 | 1 | -5 | -6
O=C(O)CCCC(=O)NCc1ccccn1 | -6 | 3 | 3 | 2 | 0 | 1 | 1 | -2 | -8
Cc1cccc(C2CC(c3ccc(F)cc3)Nc3nc(N)nn32)c1 (centres undefined) | 7 | 3 | 19 | -9 | -14 | 1 | 1.1 | 0 | -3
CCn1cc(C(=O)NCC(OC)OC)c(=O)c2cc(S(=O)(=O)N3CCOCC3)ccc21 | 1 | 2 | 15 | -7 | 23 | 1 | 0.77 | 0 | -4
CC(C)CC(=O)Nc1ccc(N2CCOCC2)cc1 | 4 | 0 | 9 | 3 | 9 | 1 | 0.91 | -2 | -1
CC1(C)N([O-])C(c2ccccc2)=C[N+](=O)C1(C)C | 1 | -25 | 1 | 9 | 12 | 1 | 0.88 | 0 | 7
O=C(CSc1nncs1)NC1CCCc2ccccc21 (centres undefined) | 1 | -4 | 9 | 0 | 8 | 1 | 0.92 | 0 | 10
CCC(C(=O)NC1CCCCCC1)n1nc(C)n2c(cc3occc32)c1=O (centres undefined) | 8 | 4 | 13 | 23 | -27 | 1 | 1.3 | -3 | 0
